Screening results (PubChem)
L3MBTL1 block = qHTS Assay for the Inhibitors of L3MBTL1 | hit rate 0.66% among 230,000 | AlphaScreen L3MBTL1–H3K9me1 peptide binding | Potency, µM (series often up to 57.1 µM), for the others: at the top dose activity, negative = inhibition, actives largely listed as inhibitors; further: potency means the concentration at half of the fitted maximal effect; on the % scale 0 is the no-effect control and ±100 the full control effect; nearly all actives have a fitted effect of over 60% in size
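Read-out is AlphaScreen signal from streptavidin donor and nickel chelate acceptor beads (10 ug/mL final each) bridging L3MBTL1 (50 nM) and biotinylated K9-monomethylated H3(1-15) peptide (75 nM), after 30 min compound exposure at room temperature.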
NPSR antag = qHTS Assay for Antagonists of the Neuropeptide S Receptor: cAMP Signal Transduction; Q6W5P4; CHO-NPSR cells, cAMP TR-FRET, antagonist mode; Potency, µM (top dose mostly 38.3 µM), inactives show at the top dose activity change, negative = inhibition, actives largely listed as inhibitors; hit rate 1% among 220,000; AID 1461, 2008; further: potency means the concentration at half of the fitted maximal effect; on the % scale 0 is the no-effect control and ±100 the full control effect; nearly all actives have a fitted effect of over 50% in size; many of its hits are not listed in these tables
Target sequence (Q6W5P4 whole entry, looked up): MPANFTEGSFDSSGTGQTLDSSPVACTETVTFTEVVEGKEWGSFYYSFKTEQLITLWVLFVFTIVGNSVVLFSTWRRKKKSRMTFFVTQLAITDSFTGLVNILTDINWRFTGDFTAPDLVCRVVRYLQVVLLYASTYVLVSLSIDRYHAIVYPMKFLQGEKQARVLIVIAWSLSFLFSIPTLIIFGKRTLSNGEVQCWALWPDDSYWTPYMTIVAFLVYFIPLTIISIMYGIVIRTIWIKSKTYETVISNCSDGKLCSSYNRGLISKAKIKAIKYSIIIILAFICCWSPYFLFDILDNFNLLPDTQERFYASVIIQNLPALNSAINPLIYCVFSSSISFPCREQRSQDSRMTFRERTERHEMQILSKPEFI
HttQ103 aggreg = qHTS Multiplex Assay to Identify Dual Action Probes in a Cell Model of Huntington: Aggregate Formation (GFP); PC12 HttQ103-GFP aggregates, Acumen cytometry, 40 h; Potency, µM (series often up to 46.1 µM), without a hit: top-dose activity change, negative = inhibition, hits mostly inhibitors; hit rate 1.1% among 220,000; AID 1688, 2009; further: potency means the concentration at half of the fitted maximal effect; on the % scale 0 is the no-effect control and ±100 the full control effect; nearly all actives have a fitted effect of over 60% in size
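Read-out: GFP aggregate count by laser scanning cytometer (488 nm excitation, 500-530 nm emission, 1–25 µm objects >6 SD above background). Cells: PC12, inducible HTTex1-Q103-GFP, 100 nM tebufenozide; compounds titrated.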
Epigenetic reg = Quantitative High-Throughput Screen for Regulators of Epigenetic Control. murine LDR cells, GFP reporter derepression, 30 h. Potency, µM (top dose mostly 53.9 µM), for inactives: at the top dose GFP activation, actives largely listed as activators. hit rate 0.2% among 280,000. AID 1865, 2009; further: potency means the concentration at half of the fitted maximal effect; % of control where 0% means no effect; nearly all actives have a fitted effect of over 60% in size
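Murine LDR cells bearing a silenced CMV-driven GFP reporter were exposed to compound for 30 h at 37 C. After PBS washes, GFP-positive cells (20-120 um objects) counted by laser-scanning microplate cytometry.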
KinaseGlo FLuc = Counterscreen for Luciferase (Kinase-Glo TM) Inhibition; Luciferin 4-monooxygenase (Photuris pensylvanica), Q27757; AID 1379, 2008; Potency, µM (series often up to 38.3 µM), inactives show at the top dose activity change, negative = inhibition, hits mostly inhibitors; hit rate 0.28% among 200,000; Kinase-Glo luciferase, ATP luminescence, 8 min; further: potency means the concentration at half of the fitted maximal effect; on the % scale 0 is the no-effect control and ±100 the full control effect; nearly all actives have a fitted effect of over 60% in size
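Substrate mix (final 50 mM imidazole pH 7.2, 50 mM KCl, 7 mM MgCl2, 10 uM ATP, 0.01% Tween 20, 0.05% BSA) plus pin-tool compound, then Kinase-Glo detection mix; 8 min ambient, luminescence read.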
CBFb RUNX1 block = qHTS Assay for Compounds Blocking the Interaction Between CBF-beta and RUNX1 for the Treatment of Acute Myeloid Leukemia. AlphaScreen CBFb-His/RUNX1-biotin binding, biochemical. AID 1477, 2009. 230,000 tested, under 10 active. Runt-related transcription factor 1 (Homo sapiens) + Core-binding factor subunit beta …. Potency, µM (highest dose often 59.8 µM), for the others: top-dose activity, negative = inhibition, hits mostly inhibitors; further: % of control where 0% means no effect
Target sequence (Q01196 whole entry, looked up): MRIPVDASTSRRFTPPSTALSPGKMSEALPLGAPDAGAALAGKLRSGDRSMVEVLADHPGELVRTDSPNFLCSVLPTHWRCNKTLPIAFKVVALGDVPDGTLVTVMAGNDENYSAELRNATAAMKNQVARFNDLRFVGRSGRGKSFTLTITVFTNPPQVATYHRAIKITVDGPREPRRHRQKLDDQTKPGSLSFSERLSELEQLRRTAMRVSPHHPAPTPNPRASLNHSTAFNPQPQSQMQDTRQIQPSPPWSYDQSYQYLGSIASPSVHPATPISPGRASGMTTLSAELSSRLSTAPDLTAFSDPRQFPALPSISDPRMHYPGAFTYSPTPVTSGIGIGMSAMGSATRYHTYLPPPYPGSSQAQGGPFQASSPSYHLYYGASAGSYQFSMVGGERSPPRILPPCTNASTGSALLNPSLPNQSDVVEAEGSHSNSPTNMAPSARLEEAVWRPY
Target sequence (Q13951 whole entry, looked up): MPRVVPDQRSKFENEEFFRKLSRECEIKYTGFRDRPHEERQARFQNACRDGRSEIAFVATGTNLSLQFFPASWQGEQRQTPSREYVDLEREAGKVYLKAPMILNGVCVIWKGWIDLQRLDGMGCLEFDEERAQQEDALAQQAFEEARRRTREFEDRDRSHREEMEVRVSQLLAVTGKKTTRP
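Compounds were screened at multiple concentrations against a preformed CBF-beta(His)/RUNX1(biotin) complex (30 nM of each) for 15 min at room temperature, followed by 90 min with nickel and streptavidin beads and AlphaScreen reading.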
IMPase Li inh = qHTS Assay for Identifying the Cell-Membrane Permeable IMPase Inhibitors: Potentiation with Lithium. CHO-M1 cells, IP1 TR-FRET (IP-One), carbachol + lithium. Potency, µM (doses to about 59.4 µM), for inactives: at the top dose activity, negative = IMPase inhibition, hits mostly inhibitors. hit rate 0.35% among 210,000. AID 1457, 2008;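 further: IP1 builds up when IMPase is blocked and the TR-FRET signal falls; potency means the concentration at half of the fitted maximal effect; plate controls were basal vehicle for no effect and high inhibitor control for full effect; nearly all actives have a fitted effect of over 50% in size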
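CHO cells stably expressing M1 receptor (2000/well, cultured 16–30 h) treated 30 min at 37C with compound plus low lithium. Cytosolic IP1 by TR-FRET (665/620 ratio and 620 channel) after 10 min lysis; AC50 by Hill fit.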
Active calls of the source: *; u = inconclusive; x = no result given; [ ] = remark or other dose. The call rests on the fitted dose curve; in most records, active means well fitted curve in the direction sought with a large enough effect; inconclusive means small, poorly fitted or top-dose-only effect, or another doubt; inactive means no such curve, though single readings can be large; an effect the other way counts as inactive or inconclusive. An excerpt, so the mix of outcomes need not match the whole.

SMILES	L3MBTL1 block	NPSR antag	HttQ103 aggreg	Epigenetic reg	KinaseGlo FLuc	CBFb RUNX1 block	IMPase Li inh
C/C=C/C=C/C(=O)[C@@H]1[C@@H]([C@]2(C)OC(=O)C(C)=C2O)[C@H]2/C(=C(O)/C=C/C=C/C)C(=O)[C@]1(C)C(=O)C2(C)O (some centres not stated)	x	-23%	18%[9.22 µM]	2.3%	x	0%	x
CCCC1(C(=O)OCC)NC(c2cc(OC)c(OC)c(OC)c2)C2C(=O)N(CC)C(=O)C21 (configuration not stated)	x	6%[46.1 µM]	-4%	0.7%	-3%	3%	13%[38.3 µM]
Cc1ccc(NCc2cccnc2)c(Br)c1	-16%	4%	29%	-5.0%	-3%	0%	4%
CN1CCC(=NNC(=O)C(=O)Nc2ccc(F)cc2)CC1	10%	13%	7%	2.3%	-2%	2%	5%
Nc1ccccc1C(=O)N/N=C1/C2CN3CCN(C2)CC1(Cc1ccccc1)C3	x	0%	-8%	-3.5%	-2%	-2%	-5%
CCOC(=O)C1=C(C)OC(N)=C(C#N)C1c1ccc(OC)c(CSc2ccccn2)c1 (configuration not stated)	-2%	-16%	5%	1.1%	0%	-9%	8%
COC(=O)c1ccccc1NC(=O)c1cn(-c2ccc(C)c(C)c2)c(=O)c2ccccc12	-2%	-28%	-2%	-1.8%	-1%	3%	5%
Cc1ccc(-c2nc(SCC(=O)Nc3cc(S(=O)(=O)N4CCCCC4)ccc3Cl)n[nH]2)cc1	-2%	-29%	u	-1.1%	-3%	-5%	13%
COc1ccc(CNC(=O)Nc2cccs2)cc1OC	-4%	-9%[46.1 µM]	-3%	0.0%	-2%	-4%	-4%[38.3 µM]
CSC1=NCCN1S(=O)(=O)c1ccc(NC(C)=O)cc1	2%	10%	12%[9.22 µM]	-3.6%	0%	4%	-5%
CC(=O)N1CCN(S(=O)(=O)c2cccc(C(=O)Nc3nc4c(s3)CCCC4)c2)CC1	x	-11%[46.1 µM]	-7%	-4.3%	0%	-4%	11%[38.3 µM]
CCN1C(=O)N(CC)C2NC(=S)NC21 (configuration not stated)	x	-2%[46.1 µM]	21%[9.22 µM]	3.0%	6%	4%	-21%[38.3 µM]
CN1/C(=C\C(=O)CSc2cccc[n+]2[O-])C(C)(C)c2ccccc21	24%	-59%	-29%	u	1%	8%	7%
Cc1cc(C)nc(N/N=C/C2=C(N3CCOCC3)C(=C\c3ccc(Cl)cc3)/CC2)n1	-10%	u	27%	-3.0%	0%	8%	3%
O=C(Oc1ccccc1)c1cccnc1Oc1ccccc1	15%	0%	-14%[9.22 µM]	1.1%	x	18%	x
Cc1nnc(C)n1/N=C/c1ccc2c(c1)OCCO2	-4%	-14%[46.1 µM]	12%	-8.5%	-4%	9%	3%[38.3 µM]
CCOc1ccc(C(C)=O)cc1N1C(=O)C2C(C1=O)C1C=CC2C12CC2 (configuration not stated)	0%	-6%[46.1 µM]	9%	-2.2%	-1%	-2%	14%[38.3 µM]
CCCCOc1cccc(OCCCC)c1C(=O)Nc1cc(C)on1	17%	-25%[46.1 µM]	4%	-0.8%	-1%	10%	22%[38.3 µM]
CCOc1ccccc1CNC(=O)c1cn(C)c(=O)c2c1c1ccccc1n2C	x	-24%	5%	0.0%	0%	-3%	-11%
CN(C)c1ccnc2sc3c(NCC(O)CO)ncnc3c12 (configuration not stated)	6%	6%	9%	-1.5%	-2%	u	-2%
CCOC(=O)CSc1nnc(CNC(=O)c2cc(OC)c(OC)c(OC)c2)n1C	5%	0%[46.1 µM]	6%	-0.3%	x	12%	x
Cc1ccc(S(=O)(=O)C(CCC(=O)c2ccc(Cl)cc2)C(N)=O)cc1 (configuration not stated)	3%	-7%[46.1 µM]	17%	-1.1%	-2%	1%	-1%[38.3 µM]
CCN(CC)c1cc(C(F)(F)F)nc(-c2ccccn2)n1	-2%	-17%[46.1 µM]	-9%	0.0%	0%	3%	8%[38.3 µM]
Cc1cccn2c(=O)c3cc(C(=O)NC4CCCCC4)c(=N)n(CCN4CCOCC4)c3nc12	6%	-20%	6%[9.22 µM]	14%	x	0%	x
COc1ccc(CC(=O)Nc2c3c(nn2-c2cccc(C)c2C)CS(=O)C3)cc1 (configuration not stated)	-2%	-13%[46.1 µM]	15%	0.7%	8%	2%	2%[38.3 µM]
CCn1nc(C(=O)OCC(=O)NCC(C)C)c2ccccc2c1=O	0%	10%	-5%[9.22 µM]	-0.5%	3%	-5%	3%
O=C(NC1CCCCCCC1)c1ccc2c(c1)N(Cc1ccc(F)cc1)C(=O)CS2=O (configuration not stated)	1%	-21%[46.1 µM]	8%	0.0%	-1%	8%	6%[38.3 µM]
CCOc1ccc(C(=O)Nc2cccc(C(C)=O)c2)cc1[N+](=O)[O-]	0%	1%	-20%[9.22 µM]	0.1%	-9%	16%	-2%
O=S1(=O)N=C(N2CCOCC2)c2ccccc21	3%	19%[7.67 µM]	-8%	1.6%	0%	6%	0%[38.3 µM]
C=CCSc1nnc(CCCCCN2C(=O)c3cccc4cccc(c34)C2=O)o1	24%	-3%	-12%	-1.5%	-3%	-7%	10%
O=C(Nc1cccc(C(F)(F)F)c1)c1cccnc1N1CCCC1	4%	-2%[46.1 µM]	-1%	0.0%	-2%	4%	25%[38.3 µM]
COc1ccc(Nc2cc(C)c3ccccc3n2)cc1	x	-12%	-3%	0.0%	3%	1%	3%
COc1ccc(OC)c(S(=O)(=O)Nc2ccc(Oc3ccccc3)cc2)c1	-3%	-23%[46.1 µM]	-1%	4.1%	x	4%	x
O=C1CC(N2CCC(c3nc4ccccc4[nH]3)CC2)C(=O)N1c1cccc(F)c1 (configuration not stated)	-1%	-4%	11%	-1.5%	1%	12%	1%
Cc1cc(C)nc(SCC(=O)Oc2ccc3oc(=O)cc(C)c3c2)n1	-1%	1%[46.1 µM]	10%	0.1%	6%	9%	-5%[38.3 µM]
Cn1c(=O)n(CC(=O)N2CCOCC2)c2ccccc21	23%	10%	0%	0.0%	5%	2%	8%
CCOC(=O)C1CCN(C(=O)C2CCCCC2)CC1	5%	-1%[46.1 µM]	7%	-1.1%	3%	3%	14%[38.3 µM]
CC(=O)OC1CC[C@]2(C)C(CC(OC(C)=O)[C@]3(C)C2CC[C@@]2(C)C(c4ccoc4)OC(=O)C4O[C@]432)C1(C)C (some centres not stated)	x	x	x	1.3%	-2%	6%	-9%
CN1CCN(S(=O)(=O)c2ccc(Oc3ccc(F)c(Cl)c3)nc2)CC1	6%	1%	15%	-4.5%	1%	4%	-2%
COc1nc(-c2ccccc2)cc(-c2ccc3c(c2)OCO3)c1C#N	-1%	51%	-4%[9.22 µM]	-0.4%	x	0%	x
CCN(CC)S(=O)(=O)c1ccc(Cl)c(NC(C)=O)c1	2%	5%	33%[9.22 µM]	-1.3%	-4%	-4%	7%
Cn1nc(C(F)(F)F)c(-c2ccc(F)cc2)c1NC(=O)CSCC(=O)O	x	2%	-3%[9.22 µM]	-2.8%	x	5%	x
C#Cc1ccc([C@@H]2C=C(C(=O)NCc3nc4ccccc4[nH]3)O[C@H](OCC)[C@H]2CCCO)cc1	x	-24%	-1%[9.22 µM]	-2.3%	x	16%	x
COc1ccc(N2C(=O)CC3(CCCC3)CC2=O)cc1	2%	13%	15%	0.0%	-1%	-2%	-4%
Cc1cc(=O)oc2cc(NC(=O)C3CC(=O)N(Cc4ccccc4)C3)ccc12 (configuration not stated)	x	-22%[46.1 µM]	-1%[9.22 µM]	-3.0%	3%	-3%	-1%[38.3 µM]
COc1ccc(-c2csc3nc(C)n(-n4cccc4)c(=O)c23)cc1OC	x	-10%[46.1 µM]	-15%	2.9%	1%	-1%	25%[38.3 µM]
CCCCn1nnnc1NCc1ccc(OC)c(OC)c1	-3%	2%[46.1 µM]	u	1.3%	1%	6%	5%[38.3 µM]
Cc1ccc(NC(=O)C[n+]2cc(-c3ccccc3)n3c2CCC3)c(C)c1	1%	-3%[7.67 µM]	6%[9.22 µM]	0.0%	x	-4%	x
CC(=O)NCCc1nc2ccccc2n1Cc1cccc(C)c1	x	10%	-6%[9.22 µM]	-1.1%	x	11%	x
O=C(Cn1nc(Cc2cccnc2)c2ccccc2c1=O)NCCCN1CCCC1=O	4%	4%[46.1 µM]	-8%	0.0%	0%	-2%	-5%[38.3 µM]
CC(=O)Nc1cccc(OCC(=O)NS(=O)(=O)c2ccc(Cl)cc2)c1	x	8%[46.1 µM]	-11%	1.0%	3%	5%	15%[38.3 µM]
COc1ccc(-c2nc(CS(=O)CC(=O)NCc3ccco3)c(C)o2)cc1OC (configuration not stated)	0%	-3%[46.1 µM]	9%	1.7%	1%	-2%	1%[38.3 µM]
Cc1cccc(NCC(=O)N/N=C/c2ccc(Br)cc2)c1	-5%	-11%	-10%[9.22 µM]	2.3%	-1%	5%	-1%
CC(C)=CCN1CCN(Cc2cnc(-c3ccccc3)s2)CC1CCO (configuration not stated)	4%	-19%	-2%[9.22 µM]	-0.1%	x	8%	-4%
Cc1ccc(-c2cc(C(=O)N/N=C/c3c(C)nn(C)c3C)c3ccccc3n2)c(C)c1	x	-12%[46.1 µM]	3%	-0.2%	17%	-5%	14%[38.3 µM]
Cc1cc(=O)oc2cc(OCC(=O)N/N=C/c3ccccc3[N+](=O)[O-])ccc12	-4%	9%	14%	3.0%	3%	-4%	-6%

Complete entries, looked up by structure. Screens in order: L3MBTL1 block, NPSR antag, HttQ103 aggreg, Epigenetic reg, KinaseGlo FLuc, CBFb RUNX1 block, IMPase Li inh
`CCN(CC)S(=O)(=O)c1ccc(Cl)c(NC(C)=O)c1` across the screens: 2%, 5%, 33%[9.22 µM], -1.3%, -4%, -4%, 7%
`COc1ccc(-c2csc3nc(C)n(-n4cccc4)c(=O)c23)cc1OC` across the screens: x, -10%[46.1 µM], -15%, 2.9%, 1%, -1%, 25%[38.3 µM]
`COc1ccc(-c2nc(CS(=O)CC(=O)NCc3ccco3)c(C)o2)cc1OC` (configuration not stated) across the screens: 0%, -3%[46.1 µM], 9%, 1.7%, 1%, -2%, 1%[38.3 µM]
`Cc1cccc(NCC(=O)N/N=C/c2ccc(Br)cc2)c1` across the screens: -5%, -11%, -10%[9.22 µM], 2.3%, -1%, 5%, -1%
